Screens from PubChem BioAssay.
PDI inh = PDI (human) enzyme inhibition; PDI insulin aggregation turbidity, A650, 90 min; inhibition, % at 10 µM; 0.052% of 350,000 active;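 active = mean inhibition across replicates of 30% or more, whatever share of single replicates reach that level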;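 note: absorbance from insulin aggregation driven by PDI reduction with DTT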
Target sequence (P07237 whole entry, looked up): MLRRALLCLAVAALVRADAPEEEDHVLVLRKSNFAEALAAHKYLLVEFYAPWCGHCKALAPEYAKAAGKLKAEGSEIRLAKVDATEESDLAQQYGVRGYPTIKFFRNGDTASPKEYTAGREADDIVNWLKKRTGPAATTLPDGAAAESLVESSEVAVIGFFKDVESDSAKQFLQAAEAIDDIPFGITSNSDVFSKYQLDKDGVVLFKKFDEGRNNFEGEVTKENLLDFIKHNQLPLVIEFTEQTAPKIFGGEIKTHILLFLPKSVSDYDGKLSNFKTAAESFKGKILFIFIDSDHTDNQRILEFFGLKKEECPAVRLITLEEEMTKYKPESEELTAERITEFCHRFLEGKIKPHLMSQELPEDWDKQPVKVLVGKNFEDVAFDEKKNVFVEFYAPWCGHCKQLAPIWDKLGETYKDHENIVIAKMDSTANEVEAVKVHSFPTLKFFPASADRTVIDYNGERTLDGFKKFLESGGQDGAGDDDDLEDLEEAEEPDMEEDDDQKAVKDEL
TRPM1 prom inh = MITF TRPM1 promoter inhibition in SK-MEL-5 cells. SK-MEL-5 TRPM1 promoter luciferase, 24 h. inhibition, % at 12.5 µM. 0.83% of 330,000 active;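 active = mean inhibition across replicates of 60% or more, whatever share of single replicates reaches that level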; note: values of inactives mirror those of a sister screen read the other way
CF NFkB block = cystic fibrosis NF-kB activation inhibition | 0.86% of 360,000 active | inhibition, % at 5 µM | KKLEB NF-kB-GFP reporter, PAF-induced, GFP fluorescence overnight;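 active = at least 50% inhibition at 5 µM, scaled per plate between neutral and stimulator controls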;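 note: PAF is a Pseudomonas aeruginosa culture filtrate used as stimulus; plate controls were PAF-stimulated DMSO wells for no effect and unstimulated DMSO wells for full effect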
HIF-2a inh = blocks HIF-2a reporter activity | inhibition, % at 18.8 µM | AID 624352 | 786-0 RCC cells HIF-2a reporter, luciferase luminescence, overnight | 0.72% of 360,000 active;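 active = inhibition of the luminescence signal of 40% or more relative to plate controls, in a single-dose primary screen at 18.75 µM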
CaV13 ICDI inh = Disruptors of the CACNA1D IQ motif to Ca2+-dependent inactivation inhibitor domain association, primary screening, Förster resonance energy transfer in intact living …; HEK cells, CFP/YFP FRET ICDI-IQ, plate reader, 10 min; percent FRET-ratio fall versus neutral wells; inhibition, % at 12.3 µM; 0.098% of 340,000 active;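 active = mean replicate inhibition of at least 30% and at least 1% of replicates passing that level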;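 note: 0% = median of the neutral control wells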
Shn3 3UTR inh = reduces Shn3 3'UTR luciferase signal in osteoblasts | Clone20 osteoblast Shn3 3'UTR firefly luciferase, 24 h | inhibition, % at 12.5 µM | 0.52% of 360,000 active | AID 588674;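 active = mean inhibition of at least 75% with every replicate also reaching 75%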;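 note: 0% = median of neutral control wells and 100% = pilot-screen positive control compound; some compounds past the cut are filed as inactive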
KKLEB cytotox = counter-screen for CF NF-kB inhibitors: cytotoxicity; KKLEB CF airway cells viability, ATPlite luminescence, overnight; stronger effect = lower value; cells stimulated with P. aeruginosa culture filtrate; activity change (cytotoxicity), % at 5 µM; 0.36% of 360,000 active; AID 602141;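 active = corrected activity change at or below -50% at 5 µM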
NR2E3 ag-1 = NR2E3 (human) agonism. GST-NR2E3/biotin-RetCOR TR-FRET, 1536-well. inhibition of corepressor binding, % at 4.78 µM. 0.12% of 320,000 active. AID 2300;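 active = percent inhibition above the cutoff of mean plus 3 SD of all tested compounds, set per screening campaign, cut at about 20% in these data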;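 note: 0% = DMSO wells and 100% = biotin wells as full block of FRET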
Target sequence (Q9Y5X4 whole entry, looked up): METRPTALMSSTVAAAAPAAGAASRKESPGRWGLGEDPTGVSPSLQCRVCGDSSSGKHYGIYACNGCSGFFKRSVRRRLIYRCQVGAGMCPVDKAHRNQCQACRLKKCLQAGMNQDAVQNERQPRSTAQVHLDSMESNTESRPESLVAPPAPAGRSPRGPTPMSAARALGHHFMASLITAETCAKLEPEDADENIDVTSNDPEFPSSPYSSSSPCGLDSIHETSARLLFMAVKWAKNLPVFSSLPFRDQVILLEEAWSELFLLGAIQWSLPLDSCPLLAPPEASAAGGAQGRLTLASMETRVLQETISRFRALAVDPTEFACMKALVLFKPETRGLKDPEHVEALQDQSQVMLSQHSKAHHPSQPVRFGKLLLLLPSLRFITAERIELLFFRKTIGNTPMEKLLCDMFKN
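Assay system: NR2E3–RetCOR corepressor complex. Quantity: 1.35 nM GST-NR2E3. Buffer or medium: pH 7.5 Tris-based buffer. Reagent: biotinylated RetCOR corepressor at 7 nM final. Schedule: 5 h at 4 °C. Detection: TR-FRET, emission read at 617 and 671 nm. Replicates: one well per compound, singlicate testing.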
NR2E3 ag-2 = agonists of human NR2E3 nuclear receptor | CHO-S Gal4-NCOR/VP16-NR2E3 two-hybrid, luciferase | AID 602229 | 0.35% of 360,000 active | Q9Y5X4 | inhibition of corepressor binding, % at 3.98 µM;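 active = inhibition above the mean of all tested compounds plus 3 SD, cut at about 70% in these data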;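 note: 0% = DMSO with NR2E3 transfected cells and 100% = cells lacking NR2E3 construct; higher means lower luciferase signal from less NR2E3 corepressor binding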
Vif imaging = HIV Vif inhibition; HEK293T cells, Vif self-association by quenched fluorescence, imaging, 24 h; inhibition, % at 7.49 µM; 0.35% of 340,000 active; in the data active = inhibition above about 50%, passing the limit was not always enough; note: some results filed as inactive read as strong as hits
Peg3 prom inh = reduces Peg3 promoter-driven luciferase expression in HeLa. HeLa PEG-Prom luciferase reporter, luminescence, overnight. inhibition, % at 20 µM. 1.7% of 360,000 active. AID 588405;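 active = inhibition of at least 50% at 20 µM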
Active calls of the source: *. Hits appear at their usual frequency; 3.3% or so of the library scored in one or more.

`CC(C)N(Cc1nccn1C)C(=O)c1ccc2oc(Cc3ccccc3)nc2c1` gave PDI inh 2, TRPM1 prom inh -8, CF NFkB block 4, HIF-2a inh -42, CaV13 ICDI inh -2, Shn3 3UTR inh -6, KKLEB cytotox -3, NR2E3 ag-2 -1, Vif imaging 18 and Peg3 prom inh -37.
Screening CCOC(=O)c1cc2n(c1/N=C/N(C)C)-c1ccccc1C2=O returned PDI inh -2, TRPM1 prom inh 18, CF NFkB block 6, HIF-2a inh -8, Shn3 3UTR inh -13, KKLEB cytotox -1, NR2E3 ag-1 0, NR2E3 ag-2 21 and Peg3 prom inh 17.
`Cc1nc(C(=O)N(C)C)nn1-c1cc(Cl)cc(Cl)c1` gave PDI inh 11, TRPM1 prom inh -3, CF NFkB block -20, HIF-2a inh 9, CaV13 ICDI inh -5, Shn3 3UTR inh 17, KKLEB cytotox 7, NR2E3 ag-1 -5, NR2E3 ag-2 7, Vif imaging 12 and Peg3 prom inh -6.
`Cc1ccccc1N1CCN(CCCN2C(=O)C3CCCCN3C2=O)CC1` (stereo not drawn) gave PDI inh -1, TRPM1 prom inh 3, CF NFkB block -13, HIF-2a inh 15, CaV13 ICDI inh 13, Shn3 3UTR inh 2, KKLEB cytotox -2, NR2E3 ag-1 1, NR2E3 ag-2 -7, Vif imaging 4 and Peg3 prom inh 2.
`COc1ccc(-c2nnn(CC(=O)N(CCN3CCOCC3)C(C(=O)NC3CCCCC3)c3ccco3)n2)cc1` (stereo not drawn) gave PDI inh 3, TRPM1 prom inh 6, CF NFkB block 2, HIF-2a inh 2, CaV13 ICDI inh -4, Shn3 3UTR inh 9, KKLEB cytotox 7, NR2E3 ag-1 1, NR2E3 ag-2 -3, Vif imaging -12 and Peg3 prom inh 3.
Screening CS(=O)(=O)c1ccccc1C(=O)Nc1ccccc1Cc1ccccc1 returned PDI inh 7, TRPM1 prom inh 5, CF NFkB block 6, HIF-2a inh 12, CaV13 ICDI inh -5, Shn3 3UTR inh 2, KKLEB cytotox 9, NR2E3 ag-1 -1, NR2E3 ag-2 -23, Vif imaging -1 and Peg3 prom inh 14.
CN1OC[C@@H]2CN[C@H](c3cccc(-c4ccccc4)c3)C[C@@H]21 was read as PDI inh 6, TRPM1 prom inh 3, CF NFkB block 0, HIF-2a inh -6, CaV13 ICDI inh -8, Shn3 3UTR inh -15, KKLEB cytotox -7, NR2E3 ag-2 -35 and Peg3 prom inh -3.
For CCCCN(c1ccc(C(=O)OC)cc1)S(=O)(=O)c1ccccc1 the results were PDI inh 1, TRPM1 prom inh 5, CF NFkB block 13, HIF-2a inh 12, CaV13 ICDI inh 4, Shn3 3UTR inh 6, KKLEB cytotox -16, NR2E3 ag-1 1, NR2E3 ag-2 -12, Vif imaging 3 and Peg3 prom inh 14.
Screening COc1cccc(OC)c1C(=O)Nc1nc(COc2ccccc2)cs1 returned PDI inh -2, TRPM1 prom inh -8, CF NFkB block -12, HIF-2a inh -51, CaV13 ICDI inh -5, Shn3 3UTR inh 6, KKLEB cytotox -8, NR2E3 ag-1 -1, NR2E3 ag-2 -64, Vif imaging -1 and Peg3 prom inh -52.
For COC(=O)c1c(C)[nH]c(C(=O)COC(=O)Cn2cc(C(F)(F)F)ccc2=O)c1C the results were PDI inh 3, TRPM1 prom inh 19, CF NFkB block 12, HIF-2a inh -4, CaV13 ICDI inh -2, Shn3 3UTR inh 11, KKLEB cytotox -6, NR2E3 ag-2 -17, Vif imaging 12 and Peg3 prom inh 16.
Screening Nc1nonc1N/N=C\c1ccccc1 returned PDI inh 0, TRPM1 prom inh 8, CF NFkB block -1, HIF-2a inh -1, CaV13 ICDI inh -4, Shn3 3UTR inh 42, KKLEB cytotox 8, NR2E3 ag-1 -3, NR2E3 ag-2 7, Vif imaging 0 and Peg3 prom inh 15.
`CC(C)(C)OC(=O)NCCCC(CCCNC(=O)OC(C)(C)C)C(=O)O` gave PDI inh 1, TRPM1 prom inh -9, CF NFkB block -16, HIF-2a inh 8, Shn3 3UTR inh 2, KKLEB cytotox 16, NR2E3 ag-1 0, NR2E3 ag-2 1, Vif imaging 1 and Peg3 prom inh 9.
Screening O=C(CSc1nc(Cc2ccccc2)nc2ccccc12)Nc1nc2c(s1)CCCC2 returned PDI inh -1, TRPM1 prom inh -17, CF NFkB block 13, HIF-2a inh -30, CaV13 ICDI inh -8, Shn3 3UTR inh -33, KKLEB cytotox -8, NR2E3 ag-1 5, NR2E3 ag-2 -5, Vif imaging 2 and Peg3 prom inh -10.
For COc1ccc(C(=O)NNC(=O)CSc2nnc3ccccn23)cc1OC the results were PDI inh 13, TRPM1 prom inh -6, CF NFkB block -12, HIF-2a inh 9, CaV13 ICDI inh -5, Shn3 3UTR inh 7, KKLEB cytotox 14, NR2E3 ag-2 -28, Vif imaging 3 and Peg3 prom inh 1.
For CC(=O)Nc1ccc(-c2ccnc3c2CC(C)(C(=O)NC(C)C)O3)cc1 (stereo not drawn) the results were PDI inh 3, CF NFkB block -8, HIF-2a inh 14, CaV13 ICDI inh -5, Shn3 3UTR inh -6, KKLEB cytotox -6, NR2E3 ag-2 6 and Peg3 prom inh 15.
`S=C(NCc1ccccc1)N/N=C/c1cccs1` gave PDI inh 3, TRPM1 prom inh 1, CF NFkB block -29, HIF-2a inh -33, CaV13 ICDI inh -20, Shn3 3UTR inh -7, KKLEB cytotox 6, NR2E3 ag-1 2, NR2E3 ag-2 -10, Vif imaging 0 and Peg3 prom inh -19.
For CCCCn1c(N)c(N(CC(C)C)C(=O)Cc2ccc3c(c2)OCCO3)c(=O)[nH]c1=O the results were PDI inh -1, TRPM1 prom inh -6, CF NFkB block 2, HIF-2a inh 1, CaV13 ICDI inh -6, Shn3 3UTR inh -14, KKLEB cytotox -5, NR2E3 ag-1 4, NR2E3 ag-2 14, Vif imaging -2 and Peg3 prom inh -5.
For Cc1cccc(C)c1C(O)c1ncc(-c2ccccc2F)[nH]1 (stereo not drawn) the results were PDI inh 2, CF NFkB block 5, HIF-2a inh -21, CaV13 ICDI inh -13, Shn3 3UTR inh -3, KKLEB cytotox -8, NR2E3 ag-2 -43, Vif imaging -4 and Peg3 prom inh -14.
`CC(=O)N1C(C)(C)CC(=NOS(=O)(=O)c2ccccc2)CC1(C)C` gave PDI inh 1, TRPM1 prom inh 6, CF NFkB block 3, HIF-2a inh 9, CaV13 ICDI inh -3, Shn3 3UTR inh 4, KKLEB cytotox 6, NR2E3 ag-2 3, Vif imaging 8 and Peg3 prom inh -2.
`Cc1cc(C)nc(N2CCCC(C(=O)NC3CC3)C2)n1` (stereo not drawn) gave PDI inh 7, TRPM1 prom inh 2, CF NFkB block 2, HIF-2a inh 11, CaV13 ICDI inh -3, Shn3 3UTR inh 1, KKLEB cytotox 6, NR2E3 ag-1 1, NR2E3 ag-2 -3, Vif imaging 5 and Peg3 prom inh 4.
COc1nnc(-c2ccc(C)c(S(=O)(=O)NC(C)(C)CO)c2)c2ccccc12 was read as PDI inh 2, TRPM1 prom inh 6, CF NFkB block -13, HIF-2a inh 21, CaV13 ICDI inh 4, Shn3 3UTR inh 7, KKLEB cytotox -7, NR2E3 ag-1 2, NR2E3 ag-2 -9, Vif imaging -3 and Peg3 prom inh 10.
CCC(=O)Nc1ccc(S(=O)(=O)N2CCC(c3nc4ccccc4[nH]3)CC2)cc1 was read as PDI inh 3, TRPM1 prom inh 7, CF NFkB block -5, HIF-2a inh 13, CaV13 ICDI inh -6, Shn3 3UTR inh 2, KKLEB cytotox 7, NR2E3 ag-1 0, NR2E3 ag-2 -29, Vif imaging -11 and Peg3 prom inh 6.
`Cc1nc(-c2ccccc2)sc1-c1nc(-c2ccncc2)ncc1S(=O)(=O)c1ccccc1` gave PDI inh -17, TRPM1 prom inh -4, CF NFkB block 29, HIF-2a inh 34, Shn3 3UTR inh 13, KKLEB cytotox -22, NR2E3 ag-1 0, NR2E3 ag-2 -35, Vif imaging -11 and Peg3 prom inh 37.
For CCCn1nnc(NC(=O)COc2ccc(CC)cc2)n1 the results were PDI inh 8, TRPM1 prom inh -17, CF NFkB block -5, HIF-2a inh -7, CaV13 ICDI inh -5, Shn3 3UTR inh -10, KKLEB cytotox 4, NR2E3 ag-1 2, NR2E3 ag-2 -17, Vif imaging -3 and Peg3 prom inh -10.
For COc1ccc(CC(=O)N2N=C(C)CC2(O)C(F)(F)F)cc1OC (stereo not drawn) the results were PDI inh 3, TRPM1 prom inh 2, CF NFkB block -8, HIF-2a inh 9, Shn3 3UTR inh 17, KKLEB cytotox 1, NR2E3 ag-1 -2, NR2E3 ag-2 -2, Vif imaging -1 and Peg3 prom inh 5.
`O=C(C1CCCN1S(=O)(=O)c1cccc2nsnc12)N1CCN(c2ccc(F)cc2)CC1` (stereo not drawn) gave PDI inh -2, TRPM1 prom inh -1, CF NFkB block -2, HIF-2a inh 5, CaV13 ICDI inh -2, Shn3 3UTR inh 5, KKLEB cytotox 10, NR2E3 ag-1 0, NR2E3 ag-2 1, Vif imaging 0 and Peg3 prom inh 2.
CC(COc1ccc(/C=C/c2ccccc2)cc1)[N+](C)(C)C (stereo not drawn) was read as PDI inh -2, TRPM1 prom inh -20, CF NFkB block 12, HIF-2a inh -37, CaV13 ICDI inh -5, Shn3 3UTR inh -29, KKLEB cytotox 24, NR2E3 ag-1 5, NR2E3 ag-2 -1, Vif imaging 0 and Peg3 prom inh -44.
For Cn1cc(S(=O)(=O)N2CCc3ccccc32)cc1C(=O)Nc1ccc(Cl)cc1 the results were CF NFkB block -5, HIF-2a inh 10, CaV13 ICDI inh -8, Shn3 3UTR inh 23, KKLEB cytotox 0, NR2E3 ag-1 1, NR2E3 ag-2 -9, Vif imaging -9 and Peg3 prom inh 17.
`CCOC(=O)c1c(NC(=O)c2ccccc2)sc2c(O)c(CN(CC)CC)ccc12` gave PDI inh -7, TRPM1 prom inh 0, CF NFkB block -39, HIF-2a inh -18, CaV13 ICDI inh -4, Shn3 3UTR inh 48, KKLEB cytotox 1, NR2E3 ag-1 0, NR2E3 ag-2 -27, Vif imaging 1 and Peg3 prom inh 4.
